# Assay outcomes deposited in PubChem by The Scripps Research Institute Molecular Screening Center.
# CHO-K1 Ca antag = M1 antagonist counterscreen hit in parental CHO-K1 cells; ATP-induced calcium, Fluo-8 fluorescence; inhibition, % at 3 µM; 360,000 tested, 0.6% active;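 active means inhibition above a per-plate cutoff, the plate's mean sample inhibition plus 3 SD, cut at about 24% in these data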;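 further: 0% = DMSO plus EC80 ATP and 100% = DMSO alone without ATP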
# M4 ag = agonists of human muscarinic M4 receptor (CHRM4); AID 624127; CHO-K1 hM4/Gqi5, Fluo-8 calcium fluorescence; vehicle 0%, full acetylcholine response 100%; activation, % at 3 µM; 360,000 tested, 0.14% active;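 active means activation above the run mean over all test wells plus 3 SD, cut at about 32% in these data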;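 further: peak over basal fluorescence ratio per well then scaled between controls; 0% = DMSO wells and 100% = acetylcholine at EC100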
# Target sequence (P08173 whole entry, looked up): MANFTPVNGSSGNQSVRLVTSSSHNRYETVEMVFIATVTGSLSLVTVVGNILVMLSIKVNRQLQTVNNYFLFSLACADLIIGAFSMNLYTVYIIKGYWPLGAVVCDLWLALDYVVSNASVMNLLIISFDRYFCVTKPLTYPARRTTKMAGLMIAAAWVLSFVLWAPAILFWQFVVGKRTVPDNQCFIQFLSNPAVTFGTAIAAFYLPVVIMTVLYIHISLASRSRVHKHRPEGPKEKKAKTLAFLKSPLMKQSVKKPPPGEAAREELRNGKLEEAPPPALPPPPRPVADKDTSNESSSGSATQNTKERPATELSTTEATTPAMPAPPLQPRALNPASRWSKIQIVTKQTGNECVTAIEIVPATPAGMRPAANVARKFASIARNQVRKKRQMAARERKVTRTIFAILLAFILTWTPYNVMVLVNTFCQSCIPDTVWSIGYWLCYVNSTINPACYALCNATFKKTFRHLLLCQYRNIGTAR
# CHRM1 antagonist = human CHRM1 antagonism; CHO-K1 hM1, Fluo-8 calcium fluorescence, ACh EC80 antagonist; inhibition, % at 3 µM; 360,000 tested, 1.3% active; AID 588852;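 active means percent inhibition above its own plate's cutoff, namely the mean of that plate's compound wells plus 3 SD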;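 further: peak over basal fluorescence ratio during 140 s after agonist addition; 0% = ACh EC80 plus DMSO and 100% = DMSO alone without agonist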
# M1 ag parental = M1 agonist counterscreen hit in parental CHO-K1 cells; AID 602248; 360,000 tested, 0.48% active; activation, % at 3 µM; Fluo-8 calcium fluorescence; scaled to maximal ATP response, vehicle zero; in the data active means activation above about 15%;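 further: untransfected CHO-K1 host cells lacking M1 receptor as counterscreen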
# OXTR potentiator = potentiators of human oxytocin receptor. 320,000 tested, 0.061% active. CHO-OTR cells, Fluo-8 calcium fluorescence, potentiator mode; 0% = oxytocin EC15, 100% = EC100. P30559. activation, % at 3 µM;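 active means activation above that plate's cutoff, the mean activation of tested compounds plus 3 SD, cut at about 6.6% in these data, passing the limit was not always enough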;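 further: 100% uses oxytocin at 75 nM as the full agonist control; some results filed as inactive read as strong as hits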
#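 Assay system: CHO cell line stably expressing human OTR. Reagent: EC15 oxytocin agonist. Dosing: single dose, 3.0 µM nominal final compound concentration. Timing: compound 6 min at room temperature before oxytocin, 100 s read. Signal: kinetic Fluo-8 calcium fluorescence. Controls: oxytocin EC15 low and EC100 high.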
# M1 ag = agonists of human M1 muscarinic receptor. P11229. CHO-K1 hM1, Fluo-8 calcium fluorescence, agonist mode; 0% DMSO, 100% acetylcholine EC100. activation, % at 3 µM. 360,000 tested, 0.33% active. AID 588814;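 active means activation above the run's mean compound activation plus 3 SD, cut at about 16% in these data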;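 further: peak over basal fluorescence ratio within a 140 s kinetic read after compound addition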
# CHRM4 antagonist = blocks acetylcholine activation of human M4 receptor; P08173; CHO-hM4 cells, ACh EC80, Fluo-8 calcium fluorescence; inhibition, % at 3 µM; 360,000 tested, 0.73% active;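 active means inhibition above its plate's cutoff, the mean inhibition of sample wells plus 3 SD, cut at about 27% in these data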;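 further: 0% = acetylcholine EC80 with DMSO and 100% = DMSO without agonist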
# CHO parental Ca = signal in parental CHO cells, OX1R antagonist counter-screen; 330,000 tested, 0.63% active; inhibition, % at 5.6 µM; parental CHO-K1, ATP-induced calcium, Fluo-8 fluorescence;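 active means inhibition above that plate's mean sample inhibition plus 3 SD, cut at about 26% in these data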;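 further: 0% = ATP-challenged DMSO wells and 100% = DMSO wells without ATP; some compounds past the cut are filed as inactive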
#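 test system = CHO parental line | reagent = ATP stimulus | measured by = intracellular calcium via Fluo-8 no-wash fluorescent dye | control set = ATP and no-ATP DMSO wells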
# CHRM1 PAM = potentiates human M1 receptor response to acetylcholine; CHO-K1 hM1, Fluo-8 calcium fluorescence, ACh EC20; 0% = ACh EC20, 100% = maximal ACh; activation, % at 3 µM; 360,000 tested, 0.088% active; AID 588819; in the data active means activation above about 19%, passing the limit was not always enough
# An asterisk follows results filed as active; . = not tested or not shown.
nr | Structure | CHO-K1 Ca antag | M4 ag | CHRM1 antagonist | M1 ag parental | OXTR potentiator
1 | CC(NC(=O)c1ccc(N2CCCC2=O)cc1)c1ccccc1 (stereo not given) | -24 | 1 | -6 | 1.1 | -7
2 | CN1CCN(S(=O)(=O)c2cnccc2N2CCN(c3cccc(Cl)c3)CC2)CC1 | 6 | 7 | -8 | 1.7 | -6
3 | Cc1cc(C)c(Nc2ncnc(N)n2)c(C)c1 | 6 | -2 | -16 | 0.1 | 3
4 | Cc1ccc2sc(N3CCN(CCNC(=O)c4ccco4)CC3)nc2c1C | -5 | 9 | -4 | 20* | -7
5 | COC(=O)[C@@]1(C)[C@H]2C(=O)N(C)C(=O)[C@H]2[C@H]2CN=C(SC)N21 | -16 | 0 | -19 | 0.5 | .
6 | Cc1ccc(/C=C/c2nc3ccccc3c(=O)n2CCc2ccccc2)cc1 | 26* | 0 | -10 | -0.1 | -2
7 | CN(C)c1ccnc(Oc2ccc(Cl)cc2)c1C#N | -20 | 2 | 12 | 2.6 | 1
8 | CCOC(=O)c1c(/N=C/c2cc(OC)cc([N+](=O)[O-])c2O)sc(C)c1C | -2 | 1 | 16 | 1.1 | -1
9 | O=C(Nc1csnn1)OCc1ccccc1 | -15 | 0 | -8 | 0.1 | .
10 | COc1ccc(/C=N/NC(=O)Cn2cnc3ccccc3c2=O)cc1OC | -14 | 0 | -3 | 1.7 | -6

nr | M1 ag | CHRM4 antagonist | CHO parental Ca | CHRM1 PAM
1 | -8 | -5 | 11 | 8
2 | -9 | 5 | -13 | 10
3 | -3 | 100* | -3 | 14
4 | -2 | -3 | -14 | 3
5 | -1 | -15 | 1 | 11
6 | -5 | -3 | -17 | 6
7 | -9 | 8 | -3 | -19
8 | -7 | 4 | -14 | -6
9 | -3 | 3 | . | 4
10 | -7 | -6 | -3 | 3

# Other entries
nr | Structure | CHO-K1 Ca antag | M4 ag | CHRM1 antagonist | M1 ag parental | OXTR potentiator
11 | COc1ccc2cc(CN(CCc3ccccc3)Cc3nnnn3Cc3ccco3)c(=O)[nH]c2c1 | -8 | 4 | -14 | 1.6 | -19
12 | O=C(CSCc1ccc(Cl)cc1)N/N=C/c1ccc(OCC(=O)Nc2ccccc2)cc1 | 3 | 13 | 15 | 2.7 | -12
13 | CC1(C)CC(=O)C2=C(C1)OC1=C(C(=O)CC(C)(C)C1)C2c1ccccc1 | -16 | 0 | 2 | -0.1 | 7
14 | CCN(c1ccccc1)S(=O)(=O)c1ccc(NN)nc1 | 4 | 3 | -3 | -0.4 | -8
15 | CCN(CC)S(=O)(=O)c1ccc(N2CCCC2)c(NC(=O)C2=NN(c3ccccc3)C(=O)CC2)c1 | -12 | 4 | -6 | 0.8 | -7
16 | COC(=O)c1c(NC(=O)C2COc3ccccc3O2)sc2c1CCN(C(=O)OC)C2 (stereo not given) | -18 | 2 | -16 | 0.9 | .
17 | CCCOc1ccc(F)cc1-c1cc(C(=O)Nc2ccccc2)[nH]n1 | -3 | 5 | 22 | 3.0 | .
18 | CC(C)NC(=O)CCCc1ccccc1 | 14 | 2 | 0 | -0.1 | 6
19 | CCOC(=O)N/N=C\c1cccc(OC)c1 | 2 | 0 | -13 | -0.3 | 0
20 | Cc1ccc(S(=O)(=O)Nc2ccccc2/C=N/c2nc3ccccc3n2C)cc1 | 0 | 0 | -9 | 1.3 | -4

nr | M1 ag | CHRM4 antagonist | CHO parental Ca | CHRM1 PAM
11 | -2 | -1 | -18 | 8
12 | -3 | 11 | 14 | -6
13 | -6 | 1 | -18 | 1
14 | 6 | -5 | -13 | 15
15 | -6 | 12 | -27 | 2
16 | -1 | -11 | . | 5
17 | -6 | -27 | . | -21
18 | -3 | -1 | 0 | 10
19 | -5 | -1 | 2 | 15
20 | -12 | 10 | 8 | 6

# Given with values under each structure: entries from further up
# Values in the order: CHO-K1 Ca antag	M4 ag	CHRM1 antagonist	M1 ag parental	OXTR potentiator	M1 ag	CHRM4 antagonist	CHO parental Ca	CHRM1 PAM
(1) CC(NC(=O)c1ccc(N2CCCC2=O)cc1)c1ccccc1 (stereo not given)
→ -24	1	-6	1.1	-7	-8	-5	11	8
(2) CN1CCN(S(=O)(=O)c2cnccc2N2CCN(c3cccc(Cl)c3)CC2)CC1
→ 6	7	-8	1.7	-6	-9	5	-13	10
(3) Cc1cc(C)c(Nc2ncnc(N)n2)c(C)c1
→ 6	-2	-16	0.1	3	-3	100*	-3	14
(4) Cc1ccc2sc(N3CCN(CCNC(=O)c4ccco4)CC3)nc2c1C
→ -5	9	-4	20*	-7	-2	-3	-14	3
(5) COC(=O)[C@@]1(C)[C@H]2C(=O)N(C)C(=O)[C@H]2[C@H]2CN=C(SC)N21
→ -16	0	-19	0.5	.	-1	-15	1	11
(6) Cc1ccc(/C=C/c2nc3ccccc3c(=O)n2CCc2ccccc2)cc1
→ 26*	0	-10	-0.1	-2	-5	-3	-17	6
(7) CN(C)c1ccnc(Oc2ccc(Cl)cc2)c1C#N
→ -20	2	12	2.6	1	-9	8	-3	-19
(8) CCOC(=O)c1c(/N=C/c2cc(OC)cc([N+](=O)[O-])c2O)sc(C)c1C
→ -2	1	16	1.1	-1	-7	4	-14	-6
(9) O=C(Nc1csnn1)OCc1ccccc1
→ -15	0	-8	0.1	.	-3	3	.	4
(10) COc1ccc(/C=N/NC(=O)Cn2cnc3ccccc3c2=O)cc1OC
→ -14	0	-3	1.7	-6	-7	-6	-3	3
(11) COc1ccc2cc(CN(CCc3ccccc3)Cc3nnnn3Cc3ccco3)c(=O)[nH]c2c1
→ -8	4	-14	1.6	-19	-2	-1	-18	8
(12) O=C(CSCc1ccc(Cl)cc1)N/N=C/c1ccc(OCC(=O)Nc2ccccc2)cc1
→ 3	13	15	2.7	-12	-3	11	14	-6
(13) CC1(C)CC(=O)C2=C(C1)OC1=C(C(=O)CC(C)(C)C1)C2c1ccccc1
→ -16	0	2	-0.1	7	-6	1	-18	1
(14) CCN(c1ccccc1)S(=O)(=O)c1ccc(NN)nc1
→ 4	3	-3	-0.4	-8	6	-5	-13	15

# Remaining list, next part.
nr | Structure | CHO-K1 Ca antag | M4 ag | CHRM1 antagonist | M1 ag parental | OXTR potentiator
21 | CC(=O)Nc1ccc(S(=O)(=O)N2CCC(C(=O)O)CC2)cc1 | 1 | 1 | -1 | -0.1 | -3
22 | CC(=O)c1cccc(OCCCOc2cccc3cccnc23)c1 | -14 | 8 | -19 | 5.4 | 1
23 | O=C(COC(=O)c1cccc(O)c1)Nc1ccc(N2CCOCC2)cc1 | 16 | 2 | -2 | 2.2 | -6
24 | Cc1cc(C)cc(OCC(=O)N(C)CC(=O)Nc2ccc(Cl)c(C(F)(F)F)c2)c1 | -20 | 2 | 6 | 0.6 | -5
25 | Cc1c(C(=O)N2CCN(c3ccccc3F)CC2)oc2c1C(=O)CC(C)(C)C2 | -5 | 15 | 10 | 7.2 | 3
26 | c1ccc(C(c2nnnn2Cc2ccco2)N2CCN(c3nc4ccccc4s3)CC2)cc1 (stereo not given) | 6 | 5 | 5 | 3.3 | 0
27 | COc1ccc2[nH]c(=O)c(C(c3nnnn3C3CCCCC3)N3CCN(C)CC3)cc2c1 (stereo not given) | 2 | 2 | -4 | 0.6 | -3
28 | CC1(C)Cc2c(ccc3ccccc23)C(NNC(=O)c2cccnc2)=N1 | 7 | 1 | -38 | 0.4 | 1

nr | M1 ag | CHRM4 antagonist | CHO parental Ca | CHRM1 PAM
21 | -4 | 2 | 7 | 7
22 | -3 | -9 | -20 | 9
23 | -3 | 3 | -14 | 5
24 | -4 | 3 | -31 | 1
25 | 0 | 5 | -13 | -2
26 | -3 | 2 | -3 | -2
27 | -5 | -11 | -7 | 4
28 | 2 | 0 | -18 | 0
